aSyn rescue = inhibitors of alpha-synuclein toxicity in yeast | Yeast expressing alpha-synuclein, growth rescue, BacTiter-Glo, 24 h | 0.14% of 370,000 active | Potency, µM (top dose mostly 46.1 µM), for the others: at the highest dose growth rescue (activation), actives largely listed as activators | AID 652106; also: potency is read from the fitted curve at half-maximal effect; % of control where 0% means no effect; nearly all actives have a fitted effect of over 65% in size
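Screening used galactose-induced yeast with toxic alpha-synuclein levels, exposed to compound for 24 hr at 30 deg C. Cell growth, read with BacTiter-Glo luminescence, gave the measured signal.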
GLP-1R agonist = activates the human GLP-1 receptor; P43220; HEK293 GLP-1R CRE-luciferase, luminescence, 4-6 h; cells express a hypersensitive GLP-1R form; Potency, µM (top dose mostly 45.6 µM), for inactives: at the top dose activation, most hits filed as activators; 0.007% of 380,000 active; also: potency is read from the fitted curve at half-maximal effect; % of control where 0% means no effect
Target sequence (P43220 whole entry, looked up): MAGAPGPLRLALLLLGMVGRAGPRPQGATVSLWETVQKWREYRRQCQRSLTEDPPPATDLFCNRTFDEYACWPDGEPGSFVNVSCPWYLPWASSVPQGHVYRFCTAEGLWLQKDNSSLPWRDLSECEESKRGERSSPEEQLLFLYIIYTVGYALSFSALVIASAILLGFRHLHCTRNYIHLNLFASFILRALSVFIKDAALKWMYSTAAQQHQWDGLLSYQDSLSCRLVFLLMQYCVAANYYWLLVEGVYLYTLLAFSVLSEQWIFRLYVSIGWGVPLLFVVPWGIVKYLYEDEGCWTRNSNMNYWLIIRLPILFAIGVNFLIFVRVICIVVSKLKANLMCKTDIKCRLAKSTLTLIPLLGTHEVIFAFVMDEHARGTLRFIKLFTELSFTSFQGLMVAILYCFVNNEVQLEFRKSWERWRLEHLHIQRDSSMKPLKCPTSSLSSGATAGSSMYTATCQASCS
Abeta yeast res = compounds reversing amyloid beta toxicity in yeast; yeast expressing A-beta42, growth rescue, OD600, 48 h; response scale: 0% DMSO, 100% iron-clioquinol control; Potency, µM (series often up to 46.1 µM), inactives show at the top dose growth rescue, most hits filed as activators; 0.063% of 410,000 active; AID 1347071; also: potency is read from the fitted curve at half-maximal effect; nearly all actives have a fitted effect of over 55% in size
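Yeast growth medium received pinned compounds, then yeast cells expressing toxic A-beta were added; plates incubated at 30 C for 48 hr. Growth read as absorbance at 600 nm, normalized to DMSO and equimolar FeCl3 plus clioquinol controls.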
PTHR1 agonist = activates the human parathyroid hormone receptor PTHR1. Potency, µM (top dose mostly 115 µM), without a hit: at the top dose activation, most hits filed as activators. Q03431. 0.075% of 410,000 active. HEK293 GP2 PTHR1 cells, GloSensor cAMP luminescence, 1 h; also: potency is read from the fitted curve at half-maximal effect; nearly all actives have a fitted effect of over 55% in size; some results filed as inactive show a strong effect at the top dose; inactives centre near -15; many of its hits are not listed in these tables
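HEK-293-derived GP2 cells expressing PTHR1 and a GloSensor cAMP reporter, 3,000/well, plated overnight, given luciferin plus IBMX (each 0.5 mM as added) for 1 h at 37 °C, then compound for 1 h at 37 °C. Luminescence was read after 15 min at room temperature.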
GLP1R inv ag = acts as inverse agonist at human GLP-1 receptor; P43220; HEK293 GLP-1R CRE-luciferase, luminescence, 24 h; GLP-1R form is constitutively active; Potency, µM (doses to about 38.3 µM), for the others: at the top dose activity change, negative = inhibition, actives largely listed as inhibitors; 1.6% of 410,000 active; AID 624417; also: potency is read from the fitted curve at half-maximal effect; % is scaled to controls: 0 for no effect and ±100 for the full control effect; nearly all actives have a fitted effect of over 55% in size
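qHTS in 1536-well format: reporter HEK293 cells expressing constitutive GLP-1R activity in DMEM + 10% Nu serum, 24 hr with compounds at 37 deg C, luminescence read after 12 min with detection reagent.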
FUS yeast rescue = suppressors of FUS proteinopathy in yeast; S. cerevisiae FUS-expressing, growth rescue, OD600, 24 h; Potency, µM (titrated, usually from 76.6 µM), inactives show at the highest dose growth rescue (activation), most hits filed as activators; 0.24% of 390,000 active;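 also: potency is read from the fitted curve at half-maximal effect; plate controls were DMSO vehicle for no effect and reference control for full effect; nearly all actives have a fitted effect of over 55% in size; some results filed as inactive show a strong effect at the top dose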
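Absorbance at 600 nm, taken 24hr after compound addition, measured rescue of FUS-yeast growth at 30C. Induction used 2% galactose with seeding at OD 0.005. Controls: CP55940 from 92uM final, DMSO only.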
D3 antag = blocks the human D3 dopamine receptor; 2.5% of 360,000 active; max response, negative = inhibition, %; D3R cells, DiscoveRx beta-arrestin luminescence, antagonist mode; stronger effect = lower value; P35462; in the data active = max response below about -50%; inconclusive = no clear call, values can overlap the other calls; also: % is scaled to controls: 0 for no effect and ±100 for the full control effect; mostly tested at two doses, the higher about 12 µM
Target sequence (P35462 whole entry, looked up): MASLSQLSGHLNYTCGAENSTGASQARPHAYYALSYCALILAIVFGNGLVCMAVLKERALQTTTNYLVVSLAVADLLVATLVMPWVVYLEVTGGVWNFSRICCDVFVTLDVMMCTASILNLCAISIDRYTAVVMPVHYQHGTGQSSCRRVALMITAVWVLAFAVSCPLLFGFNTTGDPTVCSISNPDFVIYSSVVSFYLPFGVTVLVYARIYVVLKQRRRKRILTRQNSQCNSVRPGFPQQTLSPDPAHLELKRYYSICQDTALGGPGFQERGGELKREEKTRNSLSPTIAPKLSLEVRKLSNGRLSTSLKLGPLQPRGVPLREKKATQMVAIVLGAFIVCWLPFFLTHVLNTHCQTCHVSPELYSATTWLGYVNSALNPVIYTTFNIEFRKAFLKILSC
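Cells expressing the human receptor were seeded at 1500 cells/well, incubated overnight at 37 degrees C in 5% CO2, then exposed to library compounds with dopamine controls for 90 minutes at 37 degrees C before luminescent detection.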
TDP43 rescue = inhibitors of TDP-43 toxicity in yeast; AID 652104; Potency, µM (series often up to 46.1 µM), for the others: at the top dose growth rescue (activation), most hits filed as activators; TDP-43 expressing yeast growth rescue, BacTiter-Glo, 24 h; 1.8% of 410,000 active; also: potency is read from the fitted curve at half-maximal effect; % of control where 0% means no effect; nearly all actives have a fitted effect of over 50% in size
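Galactose-induced TDP-43 yeast, OD600=0.02, compound pinned; 24 hr, 30 deg C; BacTiter-Glo luminescence for growth. Inhibitors of TDP-43 toxicity read as activators.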
pAkt inh = blocks phosphorylation of Akt. Neuro2A IGF-stimulated pAkt S473 HTRF, 20 min; stronger effect = lower value. 0.32% of 360,000 active. AID 651550. activity change, % for hits at 50 µM; in the data active = activity change below about -80%; inconclusive = mostly about -51% to -80%; also: % is scaled to controls: 0 for no effect and ±100 for the full control effect
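Neuro2A cells in DMEM with 0.5% FBS, overnight at 37 deg C, given compound at single 50 µM final, then IGF (6 nM final) for 20 min at 37 deg C. Lysed; phospho-Akt Ser473 by HTRF after 24 h, 665/615 ratio.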
The depositor's hits bear a star; i = inactive; ? = inconclusive; . = no result given; [ ] = remark or other dose. Unless noted, calls follow the shape of the dose curve; as a rule, active = well fitted curve in the direction sought with a large enough effect; inconclusive = small, poorly fitted or top-dose-only effect, or another doubt; inactive = no such curve, though single readings can be large; an effect the other way counts as inactive or inconclusive. Only part of the results is shown; the hit share may differ from the screen's.

The line under a structure holds: Abeta yeast res | pAkt inh | D3 antag | GLP1R inv ag | aSyn rescue | GLP-1R agonist | TDP43 rescue | FUS yeast rescue | PTHR1 agonist
CCCCCC(=O)NNC(=S)NC(C)=O
  ? | i | -10.9 | 11.6% | ? | -1.2% | ? | 16.0% | i
Cc1cc(C)n2nc(CNS(=O)(=O)c3cccc([N+](=O)[O-])c3)nc2n1
  10.9% | i | -1.9 | -0.8% | 1.9% | 5.9% | 4.7% | -6.7% | i
CCc1nnc(NC(=O)CSc2nc(C)cs2)s1
  10.0% | i | -0.2 | 12.2% | -10.3% | 4.3% | -15.5% | 20.9% | i
Cc1ccc(-c2cc(C(=O)N/N=C/c3c[nH]c4ccccc34)n[nH]2)o1
  -16.1% | i | -2.3 | ? | -6.5% | -6.5% | -0.7% | 5.2% | -0.7%
Cc1ccc(N(C(=O)Cn2nnc(-c3ccccc3F)n2)C(C(=O)NC2CCCC2)c2ccncc2)cc1 (stereo not given)
  -15.5% | i | -3.2 | -8.2% | -0.1% | -0.5% | -3.8% | -1.3% | -17.8%
COc1cccc(CN(C)C(=O)CSc2nc3ccccc3[nH]2)c1OC
  -1.7% | i | 0.4 | 8.4% | 1.3% | 7.1% | -8.6% | 22.8% | -22.4%
CC(Sc1nnc(-c2ccc(OC(F)F)cc2)o1)C(=O)NCC1CCCO1 (stereo not given)
  7.8% | i | -5.6 | 2.5% | -0.4% | -1.9% | -2.8% | 13.6% | i
C=C1C(C(=O)Nc2ccc(OCC)cc2)C1C(=O)Nc1ccc(OCC)cc1 (stereo not given)
  -14.0% | i | -23.3 | 7.3% | -9.2% | 7.1% | -19.1%[0.397 µM] | 11.9% | i
COc1ccccc1-c1nc(SCC(=O)c2ccc(Cl)cc2)n[nH]1
  -24.5% | . | . | -15.0% | . | . | -10.0% | 4.1% | -10.5%
CCOC(=O)c1ccc(-c2ccc(/C=C(\C#N)c3nc4ccc(C)cc4[nH]3)o2)cc1
  4.1% | . | . | 7.2% | . | . | 6.5% | 11.0% | -13.6%
CC(=O)Nc1ccc(NC(=O)c2cc3sccc3n2Cc2ccc(Cl)cc2)cc1
  14.4% | . | . | -17.2% | . | -8.3% | 1.9% | -6.9% | -20.6%
O=C(CN1CCOCC1)Nc1scc(-c2ccccc2)c1C(=O)N1CCOCC1
  4.5% | i | -4.2 | -2.1% | -1.5% | 0.2% | -1.2% | -6.7% | i
CN1C(=O)C(CC(=O)NCCc2ccccc2)N(NC(=O)c2cccc(F)c2)C1=S (stereo not given)
  -11.1% | i | 3.2 | -25.0% | -0.7% | -1.2% | 1.0% | 15.4% | 17.8%
Cc1ccnc(NC(=O)c2ccc(OCC3CCCO3)cc2)c1 (stereo not given)
  -22.1% | i | -7.4 | 5.62µM* | -18.1% | -5.2% | -8.6% | 9.7% | -7.9%
CN(CC(=O)Nc1ccc(Cl)c(C(F)(F)F)c1)C(=O)c1ccc(N2CCOCC2)c([N+](=O)[O-])c1
  9.7% | i | ? | ? | 2.8% | 9.5% | -21.9% | 31.6µM* | -70.5%
CN1/C(=C/C(=O)COC(=O)CN2C(=O)C3CC=CCC3C2=O)C(C)(C)c2ccccc21 (stereo not given)
  6.0% | i | -8.0 | ? | 15.8% | 19.9% | 5.7% | 14.4% | -17.4%
CN(CC(=O)Nc1c(Cl)cccc1Cl)C(=O)c1ccc2ccccc2n1
  9.7% | i | 2.2 | -10.4% | -1.6% | 0.6% | 22.0% | 17.0% | i
O=c1[nH][nH]c2c(N=Cc3ccccc3O)ccc(F)c12
  -31.0%[inhibitor] | i | 23.8 | 4.8% | -13.7% | -5.4% | -29.3% | 17.2% | -10.8%
CN(Cc1ccccc1)C(=O)c1ccco1
  5.2% | i | -1.6 | -9.9% | 3.6% | -2.9% | 17.3% | -4.3% | i
Cc1ccc2c(c1)[C@H]1[C@H](CO2)[C@H](c2ccccc2)[C@]2(C)C(=O)N(Cc3ccccc3)CC(=O)N12
  5.8% | i | 3.0 | -5.6% | -3.5% | 4.0% | 24.9% | -1.1% | -10.8%
COc1cccc2c(C)c(C(=O)O)[nH]c12
  -10.7% | i | -8.8 | ? | 7.7% | -11.5% | 4.4% | 25.9% | i
COCC(C)NCc1cccc(OC)c1OC (stereo not given)
  -4.6% | i | -16.4 | -1.5% | -1.4% | 4.2% | -10.7% | 10.4% | -16.6%
N#Cc1ccsc1NC(=O)CCN1C(=O)C2CCCCC2C1=O (stereo not given)
  3.7% | i | -7.0 | 9.0% | -1.5% | 11.4% | -15.5% | 1.1% | i
CCN(CC)S(=O)(=O)c1ccc(C(=O)Nc2nnc(NC(=S)Nc3ccccc3)s2)cc1
  -6.0% | i | -10.8 | -18.5% | 2.8% | 12.0% | 0.6% | ? | i
COc1ccccc1CNC(=O)c1c(-c2ccccc2Cl)noc1C
  8.6% | i | 8.8 | ? | 4.8% | 0.8% | 15.1% | 10.5% | -28.7%
Nc1cnn(Cc2ccccc2F)c1
  -10.7% | i | -3.3 | ? | -1.3% | 13.0% | 5.1% | -6.7% | i
O=C(NCc1ccc(F)cc1)C1C2C=CC3(CN(Cc4cccnc4)C(=O)C13)O2 (stereo not given)
  -17.6% | i | -17.2 | -0.2% | -13.8% | 4.1% | -17.4% | ? | i
CCCc1cc(=O)n2[nH]c(NCc3cccs3)nc2n1
  -2.9% | i | 12.2 | 0.0% | -4.5% | -12.2% | 15.8% | 19.6% | i
COC(=O)[C@@]12C[C@@H](CC(=O)NCCCCc3ccccc3)C(=O)N(Cc3ccc4c(c3)OCO4)C1=CCC(C)(C)C2
  2.9% | i | -16.2 | ? | 0.4% | . | 12.0% | ? | -24.4%
CN1CCN(C(=O)c2ccc3c(c2)N(Cc2ccccc2F)C(=O)c2ccccc2S3=O)CC1 (stereo not given)
  2.6% | i | ? | 1.6% | -3.2% | -5.2% | -6.2% | -6.5% | i
CC(=O)Nc1ccc2c(COC(=O)CC3Sc4ccccc4NC3=O)cc(=O)oc2c1 (stereo not given)
  -8.3% | i | -19.6 | -3.8% | -2.6% | 7.5% | -11.7% | 43.9% | 0.4%
COc1ccc(Cl)cc1NC(=S)NN1CCOCC1
  13.5% | i | -3.3 | ? | 0.7% | 1.3% | -14.3%[0.397 µM] | -2.5% | -2.7%
CCOc1ccc(-n2c(-c3ccccc3)c[n+]3c2CCC3)cc1
  -14.7% | i | -17.7 | ? | -0.9% | -4.9% | 1.1% | -12.4% | -17.4%
Cc1ccc(NCc2nnc(SCC(N)=O)o2)c(C)c1
  -6.1% | i | 2.2 | 6.6% | -1.0% | 4.0% | 3.3% | 10.6% | i
Cc1cccc(Cn2c(=O)n(CCCC(=O)NCc3ccccc3Cl)c(=O)c3ccccc32)c1
  -10.2% | . | . | ? | . | 1.6% | 9.9% | 41.0% | -75.2%[inhibitor]
O=C(NCc1ccco1)c1ccc2c(c1)N(Cc1ccccc1)CCS2
  -3.4% | i | -19.6 | ? | -13.0% | -0.1% | 13.6% | 7.7% | -31.8%[inhibitor]
COc1ccc(Cc2noc(-c3ccc(C)cc3)n2)cc1
  -0.5% | i | 9.8 | -5.6% | -3.0% | 7.5% | 12.7% | 13.6% | -71.8%[inhibitor]
COc1ccc2cc3cc(C(=O)NCCc4ccc(OC)c(OC)c4)oc3nc2c1
  ? | i | 32.8 | -16.9% | 14.4% | -10.5% | 14.0% | 26.3% | -8.2%
Cc1n[nH]c(=O)n1-c1cccc(C(F)(F)F)c1
  9.7% | i | 12.8 | -14.8% | 2.9% | 3.1% | 20.0% | -0.7% | -0.9%[57.5 µM]
Cc1ccnc(NS(=O)(=O)c2ccc(NC(=O)C3CCCCC3C(=O)O)cc2)n1 (stereo not given)
  1.3% | i | -14.1 | 17.7% | -3.9% | -15.0% | -17.6% | ? | i
O=C(NCc1ccccc1)c1ccc(NC(=O)N2CC3CCCN3c3ccccc32)cc1 (stereo not given)
  -11.5% | . | . | ? | . | . | ? | 30.1% | i
O=C(NC1CC(=O)N(c2ccccc2)C1)c1ccco1 (stereo not given)
  11.5% | . | . | 10.3% | . | . | 23.1% | -8.6% | -11.7%
OCCC1CN(C2CCN(c3ccccc3)CC2)CCN1Cc1ccc(F)c(F)c1 (stereo not given)
  13.5% | i | 0.2 | ? | 14.5% | -1.5% | 15.7% | -2.3% | i
CC(C)(C)c1ccc(-c2cc(N)n[nH]2)cc1
  4.9% | i | -5.1 | 0.7% | -10.2% | -3.2% | 19.2% | -5.1% | -23.0%
CN1CCN(c2ccc(-c3cc(NC=O)c4ncc(-c5ccc(F)c(Cl)c5)n4c3)cc2)CC1
  -21.2% | i | 0.0 | ? | -0.1% | 14.3% | 23.9% | 27.1% | -1.7%
O=S(=O)(Nc1ccc2ccccc2n1)c1ccc2c(c1)CCO2
  6.7% | i | 14.7 | 8.5% | -18.9% | -0.5% | 12.4% | -14.0% | i
